# Assay outcomes: PubChem, several laboratories
# RTF Ca sens inh: cardiac RTF calcium desensitization | P19429+P45379 | IANBD-labeled cardiac RTF, Ca2+ fluorescence | inhibition, % at 7.15 µM | 0.12% of 340,000 active | AID 493244;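 active = inhibition above the mean inhibition of all tested compounds plus 3 SD, cut at about 17% in these data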;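 note: assay run at fixed EC70 calcium of 1.6 mM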
# LANA DNA inh: inhibitors of KSHV LANA C-terminal domain DNA binding | AID 504423 | MBP-C-LANA/FAM-LBS DNA binding, fluorescence polarization | inhibition, % at 9 µM | 0.078% of 340,000 active;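 active = highest replicate inhibition at or above 60% at 9 µM, even if other replicates fall short; inactive = all replicates below 60% inhibition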;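 note: 0% = neutral control wells and 100% = 4 µM acridine orange control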
# Pemphigus Ab inh: blocks pemphigus antibody binding to human desmoglein-3 | DSG3-coupled beads, scFv-anti-DSG3-GFP binding, flow cytometry; hits give low values | binding (percent of control), % at 10 µM | 0.48% of 310,000 active;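 active = binding more than 3 SD below its plate's average and above zero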;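 note: hits lower antibody fragment binding to DSG3; some compounds called inactive have numbers as strong as hits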
# Arrestin-AP2 inh: human beta-arrestin and AP2 interaction inhibition; FITC-arrestin peptide / GST-AP2 beads, flow cytometry; AP2 beta2 appendage carries R879A mutation; inhibition, % at 10 µM; 0.31% of 340,000 active; AID 504490;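 active = inhibition above a set limit, near 3 SD of compounds lacking own fluorescence, cut at about 54% in these data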;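 note: plate controls were DMSO wells for no effect and 5 µM unlabelled arrestin peptide for full effect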
#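 Material – GST-tagged AP2 beta2-adaptin appendage (R879A) on 4 µm glutathione beads · Probe or stimulus – fluorescein-tagged arrestin peptide at 50 nM final · Timing – 12 min plus 1 h, RT · Detection – bead flow cytometry, FITC channel · Read-out basis – inhibition as reduced fluorescein signal on beads, percent · Medium – PBS plus Tween 20 (0.05%) and BSA (0.1%)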
# OPRM1-OPRD1 inv: mu-delta opioid heterodimer inverse agonism; P35372+P41143; cell-based MOR-DOR heterodimer luminescence; inhibition, % at 9.3 µM; 0.21% of 340,000 active; AID 504357; in the data active = inhibition above about 22%, passing the limit was not always enough;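 note: 0% = cells with DMSO and 100% = wells without cells with DMSO; values of inactives mirror those of a sister screen read the other way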
# Keap1 Nrf2 FP: disrupts human Keap1 binding to Nrf2 peptide; Q14145; Keap1 Kelch-Nrf2 peptide fluorescence polarization, 1536-well; inhibition, % at 9.4 µM; 0.15% of 340,000 active; in the data active = inhibition above about 12%;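 note: human Keap1 Kelch domain with fluorescein labeled Nrf2 9mer peptide probe; 0% = neutral control wells and 100% = peptide positive control; higher means more block of Keap1 binding to Nrf2 peptide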
# Target sequence (Q14145 whole entry, looked up, the tested form may be a part): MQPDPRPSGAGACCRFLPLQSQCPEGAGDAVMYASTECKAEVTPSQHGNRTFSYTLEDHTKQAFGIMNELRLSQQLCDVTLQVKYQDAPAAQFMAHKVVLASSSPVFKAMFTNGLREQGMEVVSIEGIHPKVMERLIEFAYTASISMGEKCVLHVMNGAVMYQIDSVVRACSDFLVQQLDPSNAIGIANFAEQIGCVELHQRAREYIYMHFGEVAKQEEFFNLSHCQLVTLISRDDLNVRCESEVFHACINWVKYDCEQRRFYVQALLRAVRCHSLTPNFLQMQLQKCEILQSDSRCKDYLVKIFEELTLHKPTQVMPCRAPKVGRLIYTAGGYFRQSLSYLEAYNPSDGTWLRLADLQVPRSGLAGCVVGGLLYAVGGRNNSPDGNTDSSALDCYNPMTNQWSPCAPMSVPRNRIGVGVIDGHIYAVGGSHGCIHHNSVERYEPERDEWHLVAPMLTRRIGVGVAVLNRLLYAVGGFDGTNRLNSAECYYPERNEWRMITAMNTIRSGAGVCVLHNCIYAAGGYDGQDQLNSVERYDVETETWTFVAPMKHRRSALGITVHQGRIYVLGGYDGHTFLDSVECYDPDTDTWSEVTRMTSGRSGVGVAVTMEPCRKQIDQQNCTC
# OPRM1-OPRD1 ag: OPRM1-OPRD1 heterodimerization agonism; P35372+P41143; cells, luminescence; activation, % at 9.3 µM; 0.3% of 340,000 active; AID 504326; in the data active = activation above about 18%;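 note: 0% = vehicle-treated cells and 100% = reference agonist; values of inactives mirror those of a sister screen read the other way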
# Wnt bcat act: activators of Wnt/beta-catenin signaling | Wnt/beta-catenin reporter cell assay, activator, plate reader | activation, % at 9.35 µM | 1.2% of 300,000 active | AID 743398; in the data active = activation above about 30%, passing the limit was not always enough;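 note: 0% = neutral control wells and 100% = positive control wells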
# RTF Ca sens act: increases calcium sensitivity of human cardiac regulated thin filaments | IANBD-labeled TnC RTF fluorescence at EC20 calcium; 0% EC20 calcium, 100% full calcium | activation, % at 7.2 µM | 0.24% of 340,000 active | AID 493008;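 active = activation above the mean over all tested compounds plus 3 SD, cut at about 30% in these data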;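 note: rise in fluorescence read as greater calcium sensitivity of cardiac thin filaments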
# V-ATPase pHluor: regulators of yeast V-ATPase proton transport | S. cerevisiae, pHLuorin cytosolic pH fluorescence | response, % at 10 µM | 0.37% of 350,000 active; in the data active = response mostly above about 7.3%, no sharp cut-off; inactive = mostly below about 5.4%; note: actives read high; inactives centre near 0; some compounds called inactive have numbers as strong as hits; reference of the scale not given here
# * hit, by the source's call; / = not tested or not shown; & = joins results of further samples.
SMILES,RTF Ca sens inh,LANA DNA inh,Pemphigus Ab inh,Arrestin-AP2 inh,OPRM1-OPRD1 inv,Keap1 Nrf2 FP,OPRM1-OPRD1 ag,Wnt bcat act,RTF Ca sens act,V-ATPase pHluor
COC(=O)c1sccc1NC(=O)c1c(Cl)cccc1Cl,-10,6.6,104,-9,-12,3,2.6,-2,-4,-2
O=C(C[n+]1ccccc1)N/N=C/c1cc(Br)ccc1O,-1,0.4,96,-7,11,4,-2.4,-2,0,3
CCn1c(=O)c(-[n+]2ccccc2)c(O)c2ccccc21,9,0.6,106,3,2,-2,-0.3,-1,-2,0
CCN(CC)c1ccc(/C=N/OCC(=O)N2CCCc3ccccc32)cc1,7,0.1,99,40,-8,-3,1.6,/,0,-4
CCc1ccccc1N(CC(=O)NCc1ccco1)C(=O)CCC(=O)Nc1ccccn1,-2,-1.7,114,-5,-6,-4,0.9,-2,0,4
O=C(NCCCNC(=O)c1ccc(Cl)cc1Cl)c1ccccn1,7,-1.1,96,21,4,2,-0.6,-1,-4,3
CCN(CC(=O)NC1CCCC1)S(=O)(=O)c1ccc(F)cc1,-5,-0.8,117,-2,-2,-5,0.5,4,-3,-2
O=S1(=O)N=C(N2CCN(Cc3ccccc3)CC2)c2ccccc21,-3,-3.0,/,13,1,0,-0.2,/,-5,6
CC(C)(C)CN1C(N)=NC[C@@H]1Cc1ccc(O)cc1,-9,0.1,105,-10,2,-3,-0.3,3,-7,1
Nc1nc2nc(-c3ccc(F)cc3)cc(C(F)(F)F)n2n1,-2,-0.9,110,9,14,-2,-2.9,-2,-2,3
COc1cc(C#Cc2c(-c3cncn3C)n(C)c3ccc(-c4cnc(N5CCOCC5)nc4)cc23)cc(OC)c1,-3,1.4,95,22,-9,-1,1.7,22,-7,2
O=C(Nc1ccc2c(c1)CCC2)c1ccc(Br)s1,-11,-0.6,106,-6,-43,4,8.3,14,-2,-2
Cc1cnc(C(=O)N2CCN(S(=O)(=O)c3ccc4ccccc4c3)CC2)cn1,-10,-2.6,103,-4,15,-3,-2.8,-2,8,3
Cc1ccc(SCC(=O)NNC(=O)C2CCCCC2)cc1,10,-2.2,/,-2,13,-2,-2.4,6,4,1
O=C(O)CNC(=O)CCN1C(=O)c2ccccc2C1=O,-10,3.0,100,-7,-3,-5,0.5,/,3,-1
O=C(Cc1cccc(NC(=O)C2CCCN(C(=O)CCc3ccccc3)C2)c1)Nc1cccc(C(=O)N2CCCCC2)c1 (centres undefined),2,-0.1,97,9,7,0,-1.4,-1,-4,-2
CCOC(=O)c1cccc(NC(=O)CSc2nc(N)cc(N)n2)c1,-2,-0.3,/,-7,-12,-11,2.1,/,25,8
CCN1CCN(Cc2ccc(NC(=O)c3ccc(C)c(NC(=O)C4=NN(c5ccccc5)C(=O)C4)c3)cc2C(F)(F)F)CC1,4,-1.2,112&100,-1,16,-3,-2.8,-1&-7,-1,1&-1
CN1CCCC1CCNc1ccc2sc3ccccc3c(=O)c2c1 (centres undefined),-11,-3.8,125,16,-9,-7,1.6,10,4,0
CCc1nnc(NC(=O)CSc2nnc(-c3cccnc3)n2CCc2ccccc2)s1,-8,-3.0,/,13,8,-5,-1.4,4,0,-3
CCN(CC)CCCNC(=O)CC1Oc2ccc(C)cc2NC1=O (centres undefined),-4,1.3,109,2,1,-4,-0.1,-3,6,1
COP(C)(=O)c1c(C)nn(-c2ccccc2)c1C (centres undefined),3,2.4,/,4,7,-4,-1.2,-2,5,-1
OCC[C@@H]1C[C@H](O)[C@@H](O)[C@]2(CCCc3ccccc3O2)O1,4,-0.1,104,0,9,-2,-1.7,-3,2,1
CCOC(=O)c1ccc(NC(=O)CC2S/C(=N/N=C3/NC(=O)CS3)NC2=O)cc1 (centres undefined),-5,-1.1,94,6,17,0,-3.7,0,-5,-2
COc1ccc2c(c1)c(C(=O)O)c(C)n2-c1ccc(Cl)cc1,-3,0.3,113,-6,19,2,-4.1,-3,-4,-1
CCNC(=O)c1c(NC(=O)c2cc(-c3cc(C)ccc3O)n[nH]2)sc2c1CCCC2,-4,-0.5,88,-1,16,2,-3.3,-1,-5,2
Cc1ccc(SC2=C(Sc3ccc(C)cc3)C(=O)c3ccccc3C2=O)cc1,-2,8.0,103,24,-67,3,14,14,4,-1
COc1ccc(NC(C)C(=O)Nc2ccc(C#N)cc2)cc1Cl (centres undefined),-9,0.6,106,1,1,-7,-0.2,/,2,1
COc1cccc(CNC(=O)C(C)n2nc(C)n3c(cc4occc43)c2=O)c1 (centres undefined),0,-0.4,/,-3,6,0,-1.2,0,-4,0
CCOC(=O)C1CCN(c2c(C(=O)c3ccccc3)cnc3ccc(Cl)cc23)CC1,-2,-0.3,110,-2,0,-1,0.0,4,0,7
O=[N+]([O-])c1cccc(N/N=C/c2ccc(N3CCOCC3)cc2)c1,8,-0.4,109,-9,-23,3,3.3,13,-1,1
O=C(CCCN1C(=O)/C(=C/c2ccccc2)SC1=S)NCCCn1ccnc1,-8,0.6,115,-13,5,-5,-1.1,-1,-8,-3
Cc1ccc(-c2cc(C(=O)N3CCN(c4ccccc4O)CC3)c3ccccc3n2)o1,-3,1.8,108,-7,-2,-44,0.5,17,-2,0
COc1ccc(N2CC(NC(=O)c3cccc4ccccc34)CC2=O)cc1OC (centres undefined),-11,-1.0,102,-11,13,2,-2.0,1,2,4
Cc1cc(C(=O)COC(=O)c2cccc(O)c2)c(C)n1C1CC1,-2,0.2,100,3,9,-4,-2.4,13,1,-3
COC(=O)c1sc(S(=O)(=O)N2CCCCC2C(=O)O)c(C(=O)OC)c1C (centres undefined),-9,0.9,73,-3,10,0,-1.8,-4,1,-5
CCOC(=O)CC(NC(=O)CCc1c(C)nc2ncnn2c1C)c1ccc(OC(C)C)cc1 (centres undefined),-4,-1.6,82,3,13,-1,-2.6,1,-3,3
C=CCn1c(SCC(=O)NC(=O)NC2CCCC2)nnc1C1CCCCC1,-15,-1.1,97,-5,15,-2,-2.4,-7,-3,2
CCCCNC(=O)c1cccc(NC(=O)C(=O)c2ccccc2NC(C)=O)c1,5,-0.4,103,10,9,2,-1.8,-2,8,2
C=Cn1cc[n+](CC(=O)c2ccc(OC)c(OC)c2)c1,1,0.7,106,-10,17,-4,-3.7,1,-3,-2
CCOCCCNC(=O)c1ccc2c(c1)ncn2C1CCCC1,-7,-1.9,110,3,3,-7,-0.5,/,3,-1
CN(CC(=O)NCc1ccccn1)S(=O)(=O)c1ccc(F)cc1,-17,0.6,116,-2,5,-4,-1.1,0,5,1
COC(=O)c1ccc(OC(=O)C2CSC3(C)CCC(=O)N23)cc1 (centres undefined),-5,0.6,93,-6,5,-6,-0.8,1,-8,-3
CN(c1ccccc1)S(=O)(=O)c1ccc(NC(=S)Nc2ccccc2)cc1,-6,-3.5,107,9,9,-1,-1.7,/,4,-4
NS(=O)(=O)c1cccc(NC(=O)c2ccc(NS(=O)(=O)c3cccc([N+](=O)[O-])c3)cc2)c1,-1,0.3,99,-7,2,-1,-0.5,-7,-6,-2
CN(C)CCCN(C(=O)c1ccco1)c1nc(-c2ccc(Cl)cc2)cs1,0,-1.4,106,42,-41,-1,8.1,3,3,0
CCOC(=O)c1ccccc1NC(=O)CCNC(=O)Cn1cnc2ccccc2c1=O,0,-1.3,108,-1,18,-3,-3.3,-4,9,4
CCOC(=O)CCC(=O)NNC(=O)COc1ccc(C(C)C)cc1Br,0,-1.5,93,20,2,0,-0.3,-1,3,-1
Cc1cc(C)nc(N2C(=O)CC(Cc3ccccc3)C2=O)n1 (centres undefined),1,0.5,95,20,10,3,-1.9,-1,1,-1
O=C(NCCN1CCOCC1)c1ccc(F)cc1,3,1.8,99,44,14,-2,-2.5,/,15,0
Cc1[nH]c2ccccc2c1C(=O)C(=O)N1CCN(c2cccc(Cl)c2)CC1,-11,0.9,104,2,-1,-2,0.2,-2,-5,-4
Cc1cccc(Nc2nc(-c3ccccc3)c(C(=O)Nc3cccnc3)s2)c1,-34,0.7,91,-2,-20,-5,2.8,14,-4,-2
O=C(NC(Cc1ccccc1)C(=O)NCCc1ccccn1)c1cccs1 (centres undefined),-5,-2.8,86,2,5,3,-1.1,0,10,0
Cc1cc(C)c(OCC(=O)OCC(=O)N2CCN(C(=O)c3ccco3)CC2)c(C)c1,-15,1.2,100,37,-4,-3,0.6,-1,-4,-5
COc1ccccc1CNC(=O)Cc1c[nH]c2ccccc12,-3,-0.7,106,7,-10,-1,1.4,6,1,13*
CCOC(=O)N1CCc2c(sc3c2c(=O)n(-c2ccc(CC)cc2)c(=O)n3CC(=O)NCC2CCCO2)C1 (centres undefined),-11,-1.1,103,16,-2,-3,0.3,/,1,3
Cc1ccc(-c2nc(C(=O)NCCCN(C)C)cc3c2[nH]c2ccccc23)cc1,2,-6.9,104,-13,6,-7,-1.2,1,3,2
O=C(NNC(=S)NC(=O)c1ccccc1[N+](=O)[O-])c1ccccc1,-7,-0.9,/,-2,22,-1,-5.3,-1,2,4
COc1ccc(C2C3=C(CCCC3=O)Nc3nc(SCc4ccc(C(=O)O)cc4)nn32)cc1OC (centres undefined),-9,0.9,102,-3,9,0,-1.6,-1,-1,2
CC(C)(C)c1ccccc1OCCOCCNCc1ccccc1,0,-0.2,101,2,-30,2,6.0,-2,-7,0
# Next entries:
SMILES,RTF Ca sens inh,LANA DNA inh,Pemphigus Ab inh,Arrestin-AP2 inh,OPRM1-OPRD1 inv,Keap1 Nrf2 FP,OPRM1-OPRD1 ag,Wnt bcat act,RTF Ca sens act,V-ATPase pHluor
Cn1cnnc1SCC(=O)Nc1c(F)cc(F)cc1Br,-1,-0.4,78,38,8,-3,-1.5,2,3,-2
N#C/C(=C(/O)COc1ccccc1)c1nnc2n1CCCCC2,2,-0.1,100,-12,14,8,-2.7,-1,-1,0
CCCCn1c(SCC(=O)c2cc(OC)ccc2OC)nc2cc(S(N)(=O)=O)ccc21,-11,-1.2,115,-5,4,-5,-0.8,/,-4,2
O=C(C[N+]1(CC#Cc2ccccc2)CCOCC1)c1ccccc1,4,-2.0,101,-21,25,1,-4.8,-1,-1,1
Cc1cc(N2CCC(C(=O)NC3CC3)CC2)nc(-c2ccccc2)n1,-4,-1.9,97,7,14,0,-2.5,/,2,-8
Cc1ccc(C(=O)c2c(NC(=O)c3cccnc3)sc3c2CCCC3)cc1,0,0.9,/,2,14,2,-2.7,/,-4,2
O=C(c1ccco1)N1CCN(S(=O)(=O)c2ccc(Br)s2)CC1,-9,0.5,99,7,-11,-6,1.8,-3,-2,-2

# Structures above marked active in V-ATPase pHluor.
Structure,LANA DNA inh,Pemphigus Ab inh,Arrestin-AP2 inh,OPRM1-OPRD1 inv,Keap1 Nrf2 FP,OPRM1-OPRD1 ag,Wnt bcat act,RTF Ca sens act,V-ATPase pHluor
COc1ccccc1CNC(=O)Cc1c[nH]c2ccccc12,-0.7,106,7,-10,-1,1.4,6,1,13*
